a7 integrin act: qHTS for Activators of Integrin-Mediated Alleviation for Muscular Dystrophy; alpha7betagal myoblasts, beta-gal FDG fluorescence, 48 h; Potency, µM (doses to about 38.3 µM), for inactives: at the highest dose activation, usual class: activators; hit rate 0.064% among 350,000;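 further: potency means the concentration at half of the fitted maximal effect; 100% = response of the positive control SU9516; nearly all actives have a fitted effect of over 60% in size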
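alpha7betagal+/- myoblasts (passage 13, 250/well) treated 48 h at 37C with compounds at 1:260 dilution of DMSO stock. Lysed, then beta-galactosidase activity read as FDG fluorescence (ex 480/em 540) after 30 min, with pre-read for autofluorescence.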
hERG WT inh: qHTS for Inhibitors of KCHN2 3.1: Wildtype qHTS; Voltage-gated inwardly rectifying potassium channel KCNH2 (Homo sapiens), Q12809; U2OS, BacMam KCNH2, thallium flux FluxOr; stronger effect = lower value; activity change, % at 1.84 µM; hit rate 0.37% among 340,000; AID 720551, 2013;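 active means maximum activity change below -70%; inconclusive means maximum activity change between -70% and -50%; inactive means maximum activity change above -50%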; further: on the % scale 0 is the no-effect control and ±100 the full control effect
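U2OS cells transduced with wild-type KCNH2 virus are loaded with FluxOr dye for 45 min, and thallium flux is measured in kinetic reads before and after stimulation buffer. Rate constants are normalized to DMSO controls.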
ASM inhibitor: Inhibitors of Secretory Acid Sphingomyelinase (S-ASM): qHTS; Sphingomyelin phosphodiesterase (Homo sapiens), P17405; placental ASM, HMU-PC fluorogenic substrate, 60 min; Potency, µM (series often up to 57.5 µM), inactives show at the highest dose activity change, negative = inhibition, actives largely listed as inhibitors; hit rate 0.006% among 340,000; further: potency means the concentration at half of the fitted maximal effect
Target sequence (P17405 47-631 limits assumed): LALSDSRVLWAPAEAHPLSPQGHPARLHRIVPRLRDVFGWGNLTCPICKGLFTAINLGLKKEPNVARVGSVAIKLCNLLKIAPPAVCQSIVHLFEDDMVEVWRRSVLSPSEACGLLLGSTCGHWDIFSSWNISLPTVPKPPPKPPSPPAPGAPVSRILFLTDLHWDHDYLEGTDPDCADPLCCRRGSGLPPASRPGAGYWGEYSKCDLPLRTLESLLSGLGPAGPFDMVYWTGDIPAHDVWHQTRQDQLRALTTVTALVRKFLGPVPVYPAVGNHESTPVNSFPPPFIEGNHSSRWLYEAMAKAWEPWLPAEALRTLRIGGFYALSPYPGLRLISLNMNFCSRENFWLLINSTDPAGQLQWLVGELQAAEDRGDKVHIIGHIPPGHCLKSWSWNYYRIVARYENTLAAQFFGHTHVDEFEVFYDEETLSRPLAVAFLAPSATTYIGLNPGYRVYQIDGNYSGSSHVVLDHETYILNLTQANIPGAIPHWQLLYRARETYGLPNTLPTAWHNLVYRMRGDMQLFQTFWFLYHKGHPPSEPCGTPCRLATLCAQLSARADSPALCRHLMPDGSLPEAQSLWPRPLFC
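qHTS format. ASM enzyme prepared from human placenta hydrolyses the fluorogenic substrate HMU-PC0 (9 uM final) over 60 min at 37 °C after a 10 min compound preincubation.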
AT treatment: qHTS Assay for Identifying a Potential Treatment of Ataxia-Telangiectasia; hit rate 0.19% among 320,000; Potency, µM (series often up to 57.5 µM), without a hit: top-dose activation, actives largely listed as activators; […] A-T fibroblasts, KAP-1 phosphorylation AlphaLISA; neocarzinostatin DNA damage 30 min before lysis; further: potency means the concentration at half of the fitted maximal effect; % of control where 0% means no effect; nearly all actives have a fitted effect of over 45% in size
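ATM-like activity read as KAP-1 phosphorylation via AlphaLISA donor/acceptor antibody pairs after lysis and 6 hr at 25C. Cells were ATM-null patient fibroblasts ([…], hTERT), dosed 60 min, then exposed to the DSB inducer NCS for 30 min.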
TRPV1 ag: HTS Assay for Compounds that Act as Agonists of the Vanilloid Receptor 1; Transient receptor potential cation channel subfamily V member 1 (Homo sapiens), Q8NER1; TRPV1-expressing cells, Fluo-8 calcium influx, agonist mode; activation, % at 8.33 µM; hit rate 0.19% among 320,000; AID 540275, 2011; in the data active means activation above about 80%; inconclusive means between about 30% and that limit; further: 0% is about no effect
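Fluo-8 calcium influx in TRPV1-expressing cells, kinetic read (ex 480/em 520 nm). Compound added and read 3 min for agonist activity, followed by capsaicin at EC20 final and 2 min further read for enhancement.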
GALK inh: qHTS Assay for Inhibitors of Human Galactokinase (GALK) | hit rate 0.007% among 270,000 | Potency, µM (doses to about 57.5 µM), for inactives: top-dose activity change, negative = inhibition, most hits filed as inhibitors | Purified GALK, Kinase-Glo residual ATP luminescence; further: potency means the concentration at half of the fitted maximal effect; on the % scale 0 is the no-effect control and ±100 the full control effect
Target sequence (P51570 whole entry, looked up): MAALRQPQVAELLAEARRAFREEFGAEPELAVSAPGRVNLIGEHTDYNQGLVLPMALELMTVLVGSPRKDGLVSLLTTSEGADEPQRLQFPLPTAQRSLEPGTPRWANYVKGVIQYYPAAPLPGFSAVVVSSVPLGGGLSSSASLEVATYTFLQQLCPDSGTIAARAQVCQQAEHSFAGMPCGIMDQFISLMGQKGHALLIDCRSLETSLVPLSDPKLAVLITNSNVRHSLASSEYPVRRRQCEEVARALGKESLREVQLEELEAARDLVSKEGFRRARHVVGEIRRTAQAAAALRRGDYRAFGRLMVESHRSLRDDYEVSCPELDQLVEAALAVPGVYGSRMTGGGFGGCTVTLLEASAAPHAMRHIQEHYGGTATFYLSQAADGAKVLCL
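5 nM enzyme, 35 uM ATP, 100 uM galactose, 20 mM HEPES pH8.0, 5 mM MgCl2; 1 h RT; residual ATP by Kinase-Glo Plus luminescence, qHTS format.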
Coupling enz: qHTS Assay for Inhibitors of Fructose-1,6-bisphosphate Aldolase from Giardia Lamblia: Coupling assay counterscreen | coupling enzyme system counterscreen, AmpLite Red fluorescence | activity change, negative = inhibition, % at 58.2 µM, hits read low | hit rate 0.67% among 290,000 | AID 2472, 2010; in the data active means activity change below about -30%; further: on the % scale 0 is the no-effect control and ±100 the full control effect
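Coupling enzymes only (glyceraldehyde-3-phosphate) + compound, at 57.5 uM final, 10 min RT; add substrate/coupling/AmpLite Red mix, 20 min RT; fluorescence ex 525/em 598 nm. Actives flag coupling-system interference.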
KCNH2 3.1 inh: qHTS for Inhibitors of KCHN2 3.1: Mutant qHTS. hit rate 0.95% among 340,000. Potassium voltage-gated channel subfamily H member 2, brain isoform KCNH2 3.1 (human). U2OS KCNH2 3.1, thallium flux FluxOr; stronger effect = lower value. activity change, % (tested at about 1.8 µM);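 active means maximum activity change below -70%; inconclusive means maximum activity change from -70% to -50%; inactive means maximum activity change above -50%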;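 further: thallium influx rate constant from kinetic fluorescence after stimulation buffer; on the % scale 0 is the no-effect control and ±100 the full control effect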
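FluxOr-based Tl+ influx in U2OS cells transduced with KCNH2 3.1 virus; rate constants normalized to DMSO controls.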
MBNL1-CUG inh: qHTS Assay for Inhibitors of MBNL1-poly(CUG) RNA binding; hit rate 0.036% among 280,000; TR-FRET MBNL1-His/biotin-(CUG)12 binding, 665/545 ratio; Potency, µM (doses to about 57.5 µM), without a hit: at the top dose activity change, negative = inhibition, usual class: inhibitors; AID 2675, 2010; active means well fitted inhibition curve with a large enough effect in the signal ratio, with a control signal flat, not every such curve was filed as active; inconclusive means small, poorly fitted or top-dose-only effect, or effect the other way, or a change in a side signal; inactive means no such curve, though single readings can be large or run the other way; the % refers to the signal ratio; further: potency means the concentration at half of the fitted maximal effect; on the % scale 0 is the no-effect control and ±100 the full control effect
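TR-FRET readout: Ex 340 nm, 665/545 nm emission ratio, normalized to buffer-only (basal) and MBNL1-(CUG)12 controls. Complex of MBNL1-His with Biotin-(CUG)12, compounds 92 nM–58 uM, incubated 60 min at room temperature.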
MLL CXXC-DNA inh: qHTS Fluorescence Polarization Assay for Inhibitors of MLL CXXC domain - DNA interaction. MLL-CXXC / FITC-HOXA9 DNA fluorescence polarization. hit rate 0.037% among 290,000. Potency, µM (highest dose often 115 µM), for the others: at the highest dose activity change, negative = inhibition, usual class: inhibitors; active means well fitted inhibition curve with a large enough effect in the polarisation, with a control signal flat, not every such curve was filed as active; inconclusive means small, poorly fitted or top-dose-only effect, or effect the other way, or a change in a side signal; inactive means no such curve, though single readings can be large or run the other way; the % refers to the polarisation; further: potency means the concentration at half of the fitted maximal effect
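Fluorescence polarization: 7 uM MLL-CXXC (stock) preincubated 5 min with compounds, then 50 nM fluorescein-HOX-A9 DNA (stock) added; 30 min ambient. Buffer 50 mM Tris-HCl pH 7.5, 50 mM NaCl, 1 mM DTT, 0.05% BSA.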
The depositor's hits bear a star; i = inactive; ? = inconclusive; · = not tested or not shown; [ ] = dose if it differs, or a comment. Unless noted, the call rests on the fitted dose curve; in most records, active means well fitted curve in the direction sought with a large enough effect; inconclusive means small, poorly fitted or top-dose-only effect, or another doubt; inactive means no such curve, though single readings can be large; an effect the other way counts as inactive or inconclusive.

SMILES	a7 integrin act	hERG WT inh	ASM inhibitor	AT treatment	TRPV1 ag	GALK inh	Coupling enz	KCNH2 3.1 inh	MBNL1-CUG inh	MLL CXXC-DNA inh
COc1ccccc1Cn1c(SCC#N)nc2cc(C(=O)N3CCC4(CC3)OCCO4)ccc2c1=O	-12%	-17	-2%	2%	2	-2%	1	-3	-8%	12%
CCC(C(=O)N1C[C@H]2C[C@@H](C1)c1cccc(=O)n1C2)c1ccccc1 (some centres undefined)	13%	2	4%	-13%	1	·	-1	3	-2%	-10%
Cc1ccc(S(=O)(=O)N2Cc3cnnn3-c3ccccc3C2C#N)cc1 (centres undefined)	-4%	-5	6%	·	·	·	·	9	·	·
c1ccc(C2CC3CC4(CCCC4)N2O3)cc1 (centres undefined)	30%	-1	9%	2%	-1	5%	5	9	16%	5%
c1cc2c(cc1[C@H]1OCC3C1CO[C@@H]3c1ccc3c(c1)OCO3)OCO2 (some centres undefined)	-15%	18	-1%	1%	·	·	·	-70*	·	·
CCC(=O)N1N=C(c2c(O)n(CCc3ccccc3)c(=O)[nH]c2=O)CC1c1ccc(OC)c(OC)c1 (centres undefined)	-9%	-8	6%	1%	-1	4%	4	-15	4%	15%
c1ccc(-c2ccncc2)cc1	-19%	1	1%	3%	·	·	·	-2	·	·
C[C@H]1CC[C@@]2(C)[C@@H](CC[C@@H]3[C@@H]2CC[C@]2(C)[C@@H](O)CC[C@@H]32)C1	-21%	-8	-27%	1%	-2	5%	-1	-6	-7%	2%
ON1C2CCCCC2N(O)C1c1ccccc1 (centres undefined)	5%	3	-4%	5%	-1	1%	0	4	-9%	5%
COc1ccc(-c2nn(CCC#N)cc2C(=O)NCc2ccccc2)cc1	0%	4	2%	1%	1	0%	1	6	-3%	-12%
CN1CCC(OC(=O)C2c3ccccc3Oc3ccccc32)CC1	-20%	15	-1%	6%	0	0%	5	-11	-1%	-9%
CN1CCN(C(=O)Cc2nc3ccccc3[nH]2)CC1	0%	0	19%	2%	-1	4%	0	4	4%	0%
CC1CCC/C=C/C2CC(O)CC2C(O)/C=C/C(=O)O1 (centres undefined)	-53%[inhibitor]	22	0%	-2%	3	1%	0	7	-11%	-4%
CC(C)(C)c1ccc(O)c(N=Cc2c(O)ccc3ccccc23)c1	?	1	-3%	1%	23	-1%	-6	-14	0%	-9%
CC(=NCCCO)c1c(O)[nH]c(=O)[nH]c1=O	-1%	2	0%	1%	3	-1%	2	7	·	-11%
CC(N)Cc1cn(Cc2ccccc2)c2ccccc12 (centres undefined)	-9%	16	2%	-2%	1	0%	-1	-12	0%	?
COC(=O)c1c2[n+](cc3cc(OC)c(OC)cc13)CCc1cc(OC)c(OC)cc1-2	?	-4	-1%	·	·	·	·	2	·	·
Cn1cccc1/C=C1\C(=O)NC(=O)N(Cc2ccco2)C1=O	29%	3	0%	-1%	-5	-2%	-3	5	5%	-6%
COc1ccc(Cn2c(O)c(C=NCCCn3ccnc3)c(=O)[nH]c2=O)cc1	6%	7	-7%	0%	8	-1%	1	7	-3%	1%
Cc1cc(C)nc(N2Cc3ccccc3C2=N)n1	?	9	2%	-2%	-4	1%	2	-6	-4%	7%

Single records (already shown).
c1ccc(C2CC3CC4(CCCC4)N2O3)cc1 (centres undefined) reads a7 integrin act: 30%; hERG WT inh: -1; ASM inhibitor: 9%; AT treatment: 2%; TRPV1 ag: -1; GALK inh: 5%; Coupling enz: 5; KCNH2 3.1 inh: 9; MBNL1-CUG inh: 16%; MLL CXXC-DNA inh: 5%
CC(N)Cc1cn(Cc2ccccc2)c2ccccc12 (centres undefined) reads a7 integrin act: -9%; hERG WT inh: 16; ASM inhibitor: 2%; AT treatment: -2%; TRPV1 ag: 1; GALK inh: 0%; Coupling enz: -1; KCNH2 3.1 inh: -12; MBNL1-CUG inh: 0%; MLL CXXC-DNA inh: ?

Next section.
SMILES	a7 integrin act	hERG WT inh	ASM inhibitor	AT treatment	TRPV1 ag	GALK inh	Coupling enz	KCNH2 3.1 inh	MBNL1-CUG inh	MLL CXXC-DNA inh
O=C(Cc1ccccc1)N1CCN(Cc2ccc(F)cc2)CC1	?	1	4%	1%	6	5%	7	-19	-3%	-6%
O=C1C2CCCC1C(N1CCCC1)CC2 (centres undefined)	2%	i	9%	-5%	-1	·	1	3	-25%	0%
Cc1cc(OCC(=O)NC(Cc2ccc(Cl)cc2)C(=O)O)c2c3c(c(=O)oc2c1)CCC3 (centres undefined)	-9%	-1	6%	-2%	-4	·	10	0	11%	17%
O=C(COc1ccc(Cl)cc1)N(c1ccccc1Cl)C1CN2CCC1CC2 (centres undefined)	-38%	22	3%	26%	14	-2%	0	?	-6%	-2%
CN1C(=O)C(Cc2c[nH]c3ccccc23)C(=O)N(C)C1=O	·	·	·	1%	-2	1%	-15	·	8%	78%[activator]
CCc1nc2ccccc2c(=O)n1-c1ccccc1OC	-12%	-13	2%	11%	-1	7%	0	25	9%	2%
COc1cccc(NC(=O)N2CCC3(CC2)OCCO3)c1	-11%	-32	0%	-3%	28	-2%	1	-16	·	20%
Cc1cccnc1-n1c(CN2C(=O)c3ccccc3C2=O)nc2ccccc2c1=O	2%	-2	2%	-3%	1	1%	-1	-5	7%	0%
COc1ccc(/C=C2\C(=O)NC(=O)N(CCC3=CCCCC3)C2=O)c(OC)c1	6%	-1	3%	-2%	19	-1%	1	4	-4%	14%
Cc1ccc(OP2(=O)Nc3cc(C)c(C)cc3S2)cc1 (centres undefined)	-45%[inhibitor]	2	?	·	·	·	·	13	·	·
CCCOc1ccc(N2C(=O)CC(N3CC=C(c4ccccc4)CC3)C2=O)cc1 (centres undefined)	7%	9	-3%	2%	1	-1%	1	3	-5%	?
COc1ccc(OC)c(CNCCc2ccc(OC)c(OC)c2)c1	-10%	7	0%	0%	0	5%	2	22	-2%	-5%
COc1ccc(F)cc1C(=O)C1CCCN(Cc2cnc(C)s2)C1 (centres undefined)	6%	40	0%	1%	-2	-1%	0	-2	-18%	-8%
Cc1nc2ccccc2c(=O)n1-c1ccccc1C(F)(F)F	15%	-7	0%	3%	-1	3%	-5	-9	-6%	3%
CCOc1ccc2nc(N(CCN(CC)CC)C(=O)c3ccc([N+](=O)[O-])cc3)sc2c1	-42%	18	0%	0%	-6	-2%	0	6	?	4%
COc1ccc(CC(=O)Nc2ccc(C#N)c(Cl)c2)cc1S(=O)(=O)N1CCOCC1	-23%	16	-2%	13%	7	-3%	·	-17	1%	-9%

Quoted at random: 4 compounds from above, in no set order.
SMILES	a7 integrin act	hERG WT inh	ASM inhibitor	AT treatment	TRPV1 ag	GALK inh	Coupling enz	KCNH2 3.1 inh	MBNL1-CUG inh	MLL CXXC-DNA inh
Cc1ccc(OP2(=O)Nc3cc(C)c(C)cc3S2)cc1 (centres undefined)	-45%[inhibitor]	2	?	·	·	·	·	13	·	·
COc1ccc(OC)c(CNCCc2ccc(OC)c(OC)c2)c1	-10%	7	0%	0%	0	5%	2	22	-2%	-5%
O=C1C2CCCC1C(N1CCCC1)CC2 (centres undefined)	2%	i	9%	-5%	-1	·	1	3	-25%	0%
COc1ccc(/C=C2\C(=O)NC(=O)N(CCC3=CCCCC3)C2=O)c(OC)c1	6%	-1	3%	-2%	19	-1%	1	4	-4%	14%

Source: PubChem

An excerpt, so the mix of outcomes need not match the whole.
